High-throughput results from PubChem BioAssay.
AMA1-RON2 inh – AMA1-RON2 (P. falciparum) interaction inhibition. 0.2% of 360,000 active. AlphaScreen AMA1-biotinylated RON2 peptide binding. AID 720542. Potency, µM (doses to about 58.2 µM), without a hit: at the top dose activity change, negative = inhibition, hits mostly inhibitors;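 note: potency is the fitted concentration of half-maximal effect; 0% = vehicle wells and -100% = peptide control; nearly all actives have a fitted effect of over 45% in size; some results filed as inactive show a strong effect at the top dose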
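AMA1 (3D7) with his tag at 25 nM final met compounds first, then biotinylated RON2 peptide at 25 nM; detection used donor plus acceptor beads, 10 µg/mL apiece, read by AlphaScreen after 30 min at room temperature.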
Tb PYK inh – blocks Trypanosoma brucei pyruvate kinase; Q57TT1; TbPYK enzyme, Kinase-Glo Plus ATP luminescence, 45 min; Potency, µM (series often up to 76.8 µM), inactives show at the highest dose activity, negative = inhibition, most hits filed as inhibitors; 0.12% of 410,000 active; note: potency is the fitted concentration of half-maximal effect; % is set by controls: 0 for no effect and ±100 for the full control effect; nearly all actives have a fitted effect of over 50% in size
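T. brucei PYK with substrate was exposed to pin-transferred compounds across a concentration series, then started with 130 uM ADP (final). After 45 min at room temperature, Kinase-Glo Plus luminescence was read, normalized and curve-fitted.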
Pf growth 48h – inhibits P. falciparum growth in the first generation, 48 h | P. falciparum luciferase growth in erythrocytes, 48 h | Potency, µM (titrated, usually from 28.7 µM), without a hit: at the highest dose activity change, negative = inhibition, actives largely listed as inhibitors | 5.9% of 310,000 active | AID 504832; note: potency is the fitted concentration of half-maximal effect; % is set by controls: 0 for no effect and ±100 for the full control effect
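Luciferase-expressing P. falciparum in infected erythrocytes (2% hematocrit, 0.1% parasitemia final) in RPMI 1640/0.5% Albumax were exposed to compound for 48 hours at 37 C, 5% CO2; growth read as luminescence.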
LmPK inh – inhibitors of Leishmania mexicana pyruvate kinase. Q27686. purified LmPK, Kinase-Glo ATP luminescence, 1 h. Potency, µM (doses to about 57.5 µM), inactives show top-dose activity change, negative = inhibition, most hits filed as inhibitors. 0.37% of 290,000 active. AID 1721; note: potency is the fitted concentration of half-maximal effect; % is set by controls: 0 for no effect and ±100 for the full control effect
Target sequence (Q27686 whole entry, looked up): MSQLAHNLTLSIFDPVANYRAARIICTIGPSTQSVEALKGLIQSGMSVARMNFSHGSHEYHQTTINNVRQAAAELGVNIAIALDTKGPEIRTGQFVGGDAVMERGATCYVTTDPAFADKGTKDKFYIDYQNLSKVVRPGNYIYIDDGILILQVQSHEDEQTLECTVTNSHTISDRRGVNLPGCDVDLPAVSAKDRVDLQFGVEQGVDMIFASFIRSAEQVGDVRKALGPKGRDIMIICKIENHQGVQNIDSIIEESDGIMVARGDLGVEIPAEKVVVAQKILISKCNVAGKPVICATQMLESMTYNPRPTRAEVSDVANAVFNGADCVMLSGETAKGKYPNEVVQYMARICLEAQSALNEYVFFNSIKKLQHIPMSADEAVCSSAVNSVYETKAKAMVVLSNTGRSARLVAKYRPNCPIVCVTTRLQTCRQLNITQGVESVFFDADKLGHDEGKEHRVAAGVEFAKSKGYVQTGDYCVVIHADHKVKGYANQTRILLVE
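Purified LmPK (0.1 nM) converted ADP (0.1 mM) to ATP with PEP (0.5 mM) in imidazole buffer pH 7.2 with KCl and MgCl2, 1 h at room temperature. ATP was read by Kinase-Glo luminescence; data normalized to uninhibited and no-enzyme controls.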
Pf growth 96h – P. falciparum growth inhibition at 96 hour, primary screen for plastid delayed-death inhibitors | Potency, µM (highest dose often 28.7 µM), for inactives: top-dose activity change, negative = inhibition, usual class: inhibitors | 6.9% of 320,000 active | P. falciparum luciferase reporter growth, 96 h; note: potency is the fitted concentration of half-maximal effect; % is set by controls: 0 for no effect and ±100 for the full control effect
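Readout is luminescence from an integrated firefly luciferase in P. falciparum. Red cells, 2% hematocrit and 0.05% parasitemia final, were cultured with compound through two parasite generations (96 hours) at 37 C, 5% CO2.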
CHX counter – counter-screen for Shiga toxin inhibitors: cycloheximide protein synthesis inhibition; 12% of 300,000 active; cell reporter, cycloheximide protein synthesis inhibition counterscreen; max response, %; in the data active = max response mostly above about 13%, no sharp cut-off; inactive = mostly below about 14%; note: read at 38.3 µM for the half of the compounds with a filed dose; 0% is about no effect
Shiga inhibitor – inhibitors of Shiga toxin in Vero cells; inhibition, % at 38.7 µM; AID 2315; 9.2% of 290,000 active; Vero cells, Shiga toxin protein synthesis inhibition reporter; in the data active = inhibition mostly above about 28%, no sharp cut-off; inactive = mostly below about 43%; note: 0% is about no effect
Numbers without * were called inactive; ? = inconclusive; nt = no result given; & = joins results of further samples; [ ] = remark or other dose. Unless noted, calls come from the whole dose curve; as a rule, active = well fitted curve in the direction sought with a large enough effect; inconclusive = small, poorly fitted or top-dose-only effect, or another doubt; inactive = no such curve, though single readings can be large; an effect the other way counts as inactive or inconclusive.

SMILES	AMA1-RON2 inh	Tb PYK inh	Pf growth 48h	LmPK inh	Pf growth 96h	CHX counter	Shiga inhibitor
CCOC(=O)Cn1c(=O)oc2cc(S(=O)(=O)NC3CCCc4ccccc43)ccc21 (configuration not stated)	5%	1%	nt	13%	?	-5	-8
COc1ccc(C(=O)Nc2ccccc2C(=O)N2CCOCC2)cc1Br	-6%	2%	-3%	-4%	?	-5	-6
C[C@]12CC[C@H](OS(=O)(=O)O)CC1=CC[C@@H]1[C@@H]2CC[C@]2(C)C(=O)CC[C@@H]12	5%&17%&-8%	5%&7%&8%	-26%&-20%	nt	-1%&32%	nt	nt
CC(=O)Nc1cccc(-c2cnc3ccccc3n2)c1	-12%	11%	202%[activator]	-18%	-1%	35*	116
COc1ccc2nc(N=Nc3c(O)ccc4ccccc34)sc2c1	nt	nt	12%	-17%	8%	-3	14
COCC(=O)Nc1cc(OC)cc(OC)c1	12%	1%	nt	4%	18%	-6	-11
COc1ccc(OCC(=O)OCC(=O)NCC2CCCCC2)cc1	-3%	2%	-26%	nt	-19%	nt	nt
C=C(C)CN(CC)C(=O)Cn1cnc2c(oc3ccccc32)c1=O	-6%	-2%	26%	-9%	-7%	13	19
Cc1cc(C(=O)N2CCN(c3ccccn3)CC2)c(C)o1	0%	-5%	8%	-3%	-3%	11	22
CS(=O)(=O)N1CCN(c2nc3ccc(Cl)cc3s2)CC1	13%	3%	79%[activator]	-4%	35%[activator]	7	47
CCO[C@H]1O[C@@H]([C@H](COCc2ccccc2)OCc2ccccc2)[C@@H](OCc2ccccc2)[C@H]1O	nt	2%[33.2 µM]	6.4µM*	nt	4.5µM*	nt	nt
CC(=O)Nc1ccc(NC(=O)CSc2ccc3nnc(CCNS(=O)(=O)c4ccc(C)cc4)n3n2)cc1	16%	4%	0%	3%	-2%	9	-5
CCOc1ccc(NC(=O)NCc2ccc3c(c2)OCO3)cc1	2%	0%	2%	-2%	3%	8	13
COc1ccc(C=O)cc1OS(=O)(=O)c1ccc(NC(C)=O)cc1	1%	-6%	?	6%	?	5	-9
O=C(Cc1nnc(NC(=O)c2ccccc2)s1)N/N=C\c1ccc(O)c(O)c1	70%[activator]	-13%	4%	18%	?	1	nt
c1ccc(Nc2c3c(nc4ncnn24)CCC3)cc1	6%	4%	-5%	-4%	12µM*	-9	-10
Cc1cc(C)cc(NC(=O)CCC(=O)Nc2nnc(C(C)C)s2)c1	8%	-2%	14%	-6%	-10%	-5	-1
COC(=O)[C@@H](N)CCCN=C(N)N[N+](=O)[O-]	-8%	1%&1%	2%&-4%	-1%	-2%&1%	4&-7	22&-9
N#CC(C#N)=C1C=C2C=C(N3CCOCC3)CCC2CC1 (configuration not stated)	4%	5%	-5%	1%	32%[activator]	1	1
O=C(CCNS(=O)(=O)c1cccc2nsnc12)NCCc1ccccc1	10%	5%	-11%	-9%	23%	8	4
CN(C)CP(=O)(Nc1ccccc1)N(C)C (configuration not stated)	1%	-3%	17%	-1%	9%	-5	-9
CN(C)CCCN(C(=O)c1ccco1)c1nc2c(F)cc(F)cc2s1	-18%	-2%	-3%	-1%	-19%	4	-15
O=C(CSC(=S)N1CCCC1)Nc1ccc(Br)cc1Cl	17%	2%	-7%	nt	-4%	nt	nt
COc1ncccc1C(=O)N1CCCC(C(=O)c2cc(F)ccc2F)C1 (configuration not stated)	3%	-6%	0%	-1%	-4%	2	-7
Cc1c(Cl)cccc1Nc1nc(N)nc(CN2CCCCCC2)n1	-9%	0%	-22%	1%	nt	-6	-21

(listing goes on)
SMILES	AMA1-RON2 inh	Tb PYK inh	Pf growth 48h	LmPK inh	Pf growth 96h	CHX counter	Shiga inhibitor
N#Cc1ccccc1Sc1ccccc1C(=O)OCC(=O)NC12CC3CC(CC(C3)C1)C2	-25%	-9%	-29%	-3%	?	10	2
C=Cn1cc[n+](CC(=O)c2ccc(-c3ccccc3)cc2)c1	-5%	-3%	1.5µM*	6%	?	-1	nt
CC(SC1CCCC1)C(=O)NC(C)(C#N)C(C)C (configuration not stated)	2%	-10%	25%	0%	?	1	9
C=CCc1cccc(CNc2nc3ccccc3n2C(C)C)c1O	-13%	-11%	4.7µM*	6%	?	-4	18
O=C1C(=O)N(c2ccccc2)C(c2ccccc2[N+](=O)[O-])/C1=C(\O)c1ccccc1 (configuration not stated)	11%	-4%	9%	-11%	-8%	23	24
Cn1c(SCC(=O)Nc2ncc(C(F)(F)F)cc2Cl)nnc1-c1ccc(Cl)cc1	11%	-2%	3%	-8%	1%	-5	-2
CCNC(=O)CSc1nnc(-c2ccccc2Br)n1-c1cccc(C(F)(F)F)c1	-1%	-7%	-10%	2%	-28%	2	27
Cc1cc2c(cc1C)C(c1ccccc1Br)CC(=O)N2 (configuration not stated)	21%	-17%	-21%	2%	-28%	-3	13
O=C(O)Cn1nnnc1SCC(=O)Nc1ccc(OC(F)(F)F)cc1	1%	1%	18%	2%	19%	4	49
CCN(CC)Cc1cc(NC2=NS(=O)(=O)c3ccccc32)ccc1OC(=O)c1ccccc1	5%	0%	?	0%	9.3µM*	1	2
c1nc(N2CCNCC2)c2sc3nc(N4CCOCC4)c4c(c3c2n1)CCC4	nt	nt	12%	1%	-1%	-1	-8
CN1CCCC(OC(=O)c2cc(Cl)cc(Cl)c2)C1 (configuration not stated)	-5%	0%	-15%	-1%	16%	2	-15
COC(=O)C1=NNC2(c3ccc(C)cc3)C(=O)N(c3cccc(C)c3C)C(=O)C12 (configuration not stated)	?	-11%	25%	1%	4%	-2	12
CCCN(CC(=O)Nc1ccc(F)c(F)c1F)Cc1cc(=O)n2ccsc2n1	54%[activator]	-1%	9%	1%	-11%	5	8
Cc1cc2nnc(SCC(=O)Nc3cccc(S(=O)(=O)N4CCOCC4)c3)n2c2ccccc12	-12%[11.6 µM]	-12%	?	2%	?	3	11
Cc1c(OCC(=O)NCCCN2CCCC2=O)ccc2c3c(c(=O)oc12)CCC3	-11%	-2%	-25%	5%	?	9	3
COc1cccc(N=Cc2nc(-c3ccccc3)oc2OC(C)=O)c1	6%	-23%	49%	-24%	147%[activator]	8	48*
Cc1onc(-c2c(Cl)cccc2Cl)c1C(=O)Nc1ccc2c(C(F)(F)F)cc(=O)oc2c1	10%	3%	?	0%	2.3µM*	-3	52
CC(=O)c1ccc(NC(=O)CCNC(=O)c2ccc(Cl)cc2)cc1	-1%	-2%	-8%	3%	-1%	1	36
CC1CCCC(C)N1C(=O)COC(=O)c1c[nH]c2ccccc12 (configuration not stated)	0%	0%	19%	nt	-3%	nt	nt
CCOC(=O)c1cc2sc(C)cc2n1CC(=O)NCc1ccc(F)cc1	0%	7%	-21%	1%	-67%	-3	-4
CC(=O)N1CCc2cc(Br)cc(S(=O)(=O)NCCCN3CCC(C)CC3)c21	4%	-5%	9%	-2%	1%	-5	-13
COc1cccc(C(=O)C2CCCN(Cc3cccc(OCCO)c3)C2)c1 (configuration not stated)	-11%	4%	?	-3%	4.7µM*	-3	-4
CCCC(=O)Nc1c2c(nn1-c1ccc(OC)cc1)CS(=O)(=O)C2	5%	-4%	5%	1%	36%[activator]	-3	-1
CC(=O)Nc1ccc(Sc2ccccc2C(=O)O)cc1	15%	0%	26%	1%	?	-3	-4

Compound profiles, from the list above. Values in the order: AMA1-RON2 inh, Tb PYK inh, Pf growth 48h, LmPK inh, Pf growth 96h, CHX counter, Shiga inhibitor
Shown for CC(=O)N1CCc2cc(Br)cc(S(=O)(=O)NCCCN3CCC(C)CC3)c21 → 4%, -5%, 9%, -2%, 1%, -5, -13
Shown for CCCC(=O)Nc1c2c(nn1-c1ccc(OC)cc1)CS(=O)(=O)C2 → 5%, -4%, 5%, 1%, 36%[activator], -3, -1
Shown for N#Cc1ccccc1Sc1ccccc1C(=O)OCC(=O)NC12CC3CC(CC(C3)C1)C2 → -25%, -9%, -29%, -3%, ?, 10, 2
Shown for Cc1onc(-c2c(Cl)cccc2Cl)c1C(=O)Nc1ccc2c(C(F)(F)F)cc(=O)oc2c1 → 10%, 3%, ?, 0%, 2.3µM*, -3, 52

The list continues.
SMILES	AMA1-RON2 inh	Tb PYK inh	Pf growth 48h	LmPK inh	Pf growth 96h	CHX counter	Shiga inhibitor
O=C1C(Cl)=C(NCCN2CCOCC2)C(=O)c2ccccc21	-14%	-1%	?	2%	?	32*	63*
CCCCNC(=O)c1oc2ccc(S(=O)(=O)N3CCCC3)cc2c1C	28%	-1%	?	-2%	?	-3	-10
O=c1c2ccccc2nc(SCc2nc3ccccc3s2)n1CCCO	-5%	-6%	40%[activator]	-2%	-9%	46*	137*
O=S1(=O)Nc2c(ccc3cccnc23)-c2ccccc21	-93%	-1%	2.6µM*	-1%	-1%[5.75 µM]	8&12	29&-1
COCCN1CCn2c(nc3cc(Nc4nnc(C)c5ccccc45)ccc32)C1	-24%	4%	?	3%	-54%	1	-6
CS(=O)(=O)N1N=C(c2ccco2)CC1c1ccc(Br)cc1 (configuration not stated)	-8%	2%	12%	-1%	41%[activator]	21*	19
CN(C)CCNc1ncnc2oc(-c3ccccc3)c(-c3ccccc3)c12	-10%	-1%	?	5%	?	1	-13
COc1ccc(-c2noc(CCc3ccccc3)n2)cc1	46%[activator]	0%	39%[activator]	-1%	-14%	23*	88*
Cn1cc(Br)c(-c2cccc(N3C(=O)CC(C)(C)CC3=O)c2)n1	12%	-7%	?	2%	-26%	7	-5
c1ccc(CSc2ccc3nnc(-c4cccnc4)n3n2)cc1	0%	-16%	10%	-1%	-23%	-1	-8

Entries above that contain a COOH group, in the order listed:
SMILES	AMA1-RON2 inh	Tb PYK inh	Pf growth 48h	LmPK inh	Pf growth 96h	CHX counter	Shiga inhibitor
O=C(O)Cn1nnnc1SCC(=O)Nc1ccc(OC(F)(F)F)cc1	1%	1%	18%	2%	19%	4	49
CC(=O)Nc1ccc(Sc2ccccc2C(=O)O)cc1	15%	0%	26%	1%	?	-3	-4
